# LEDGF integ inh = blocks HIV-1 LEDGF/p75-dependent DNA integration; 370,000 tested, 0.64% active; inhibition, % at 3.7 µM; TR-FRET IN-LEDGF/p75 DNA integration, Eu/Cy5;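 active = inhibition above the screen-wide mean plus 3 SD, cut at about 13% in these data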;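 also: signal is the Cy5 over europium emission ratio at 671 and 618 nm; 0% = plate median of compound wells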
# GC-B act = GC-B (human) receptor activation | P20594 | HEK293-GC-B cells, CNP EC30, cGMP TR-FRET; 0% at EC30 CNP, 100% saturating CNP | activation, % at 10 µM | 370,000 tested, 0.11% active | AID 1920062;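 active = activation at 10 µM reaching about 35% in either raw or pattern-adjusted values, limit read from the data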
# PRMT1 FP inh = PRMT1 (human) inhibition, primary screen. Q99873. recombinant PRMT1, activity-based probe fluorescence polarization. inhibition, % at 2.79 µM. 370,000 tested, 1.3% active. AID 652257;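 active = inhibition above about 21% made by adding two undisclosed values, limit read from the data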
# TDP2 inh = TDP2 (human) inhibition, absorbance primary screen; recombinant TDP2, T5PNP hydrolysis, p-nitrophenol absorbance 415 nm; inhibition, % at 12.8 µM; O95551; 370,000 tested, 0.34% active;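 active = inhibition above the mean of all tested compounds plus 3 SD, set per campaign, cut at about 25% in these data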;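 also: 0% = DMSO with enzyme and 100% = buffer with substrate but no TDP2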
#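 Material: recombinant human TDP2; quantity: TDP2 enzyme at 120 nM final; medium: Tris-HCl pH 7.5 with MgCl2; compound: single concentration, 12.8 µM nominal, with 1% DMSO; incubation: 2 h enzyme incubation at 37 °C; signal: epi absorbance; measure: percent inhibition; benchmarks: high control without enzyme, low control DMSO plus TDP2; repeats: singlicate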
# mABHD4 FP = ABHD4 (mouse) inhibition, primary FP screen | Q8VD66 | purified mABHD4, FP-Rh probe fluorescence polarization | inhibition, % at 8.92 µM | 370,000 tested, 0.54% active;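 active = inhibition exceeding the mean over every tested compound plus 3 SD, cut at about 30% in these data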;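 also: 0% = plate median of compound wells and 100% = S159A mutant with DMSO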
#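 System: mouse ABHD4 enzyme, wild type / Medium: HEPES pH 7.0, NaCl, Pluronic buffer / Reagent: FP-Rh activity-based fluorescent probe / Control set: S159A mutant high control, sample median low control / Detection: fluorescence polarization with parallel and perpendicular emission, 525/598 nm / Schedule: 45 min + 60 min at 25 °C / Compound dosing: 8.92 µM, single dose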
# SIAE inh = blocks human sialic acid acetylesterase | Q9HAT2 | SIAE FP-Rh probe binding, fluorescence polarization | inhibition, % at 9.66 µM | 370,000 tested, 0.69% active;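 active = inhibition above a cutoff: mean of compounds within the control limits plus 3 SD of those, cut at about 17% in these data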;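 also: 0% = plate median of compound wells and 100% = probe without SIAE protein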
# rCAG RNA binder = binds r(CAG) RNA repeats | r(CAG) RNA repeat, TO-PRO-1 dye displacement fluorescence | inhibition, % at 3 µM | 370,000 tested, 1.3% active;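 active = inhibition above the plate cutoff, the mean of all test compounds on that plate plus 3 SD, cut at about 35% in these data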;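 also: 0% = DMSO alone and 100% = 100 µM mitoxantrone as full dye displacement; higher means more dye released from RNA so lower well fluorescence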
# MBD2 DNA inh = inhibitors of human MBD2 binding to methylated oligonucleotide. TR-FRET. inhibition, % at 4.4 µM. 370,000 tested, 0.31% active; in the data active = inhibition above about 13%
# Target sequence (Q9UBB5 whole entry, looked up): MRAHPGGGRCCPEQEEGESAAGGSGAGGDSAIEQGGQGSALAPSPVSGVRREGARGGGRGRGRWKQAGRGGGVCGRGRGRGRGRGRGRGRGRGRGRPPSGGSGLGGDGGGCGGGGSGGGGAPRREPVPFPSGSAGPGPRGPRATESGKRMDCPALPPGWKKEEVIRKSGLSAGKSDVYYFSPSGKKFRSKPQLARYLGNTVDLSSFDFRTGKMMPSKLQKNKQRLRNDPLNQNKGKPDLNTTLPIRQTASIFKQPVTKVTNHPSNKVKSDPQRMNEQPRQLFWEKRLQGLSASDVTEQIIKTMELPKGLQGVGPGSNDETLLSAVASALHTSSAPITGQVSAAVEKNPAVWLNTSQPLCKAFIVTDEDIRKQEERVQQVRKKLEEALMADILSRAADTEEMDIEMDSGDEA
# TCR-CD3 inh = inhibitors of human TCR-CD3 interaction; TAMRA-labeled TCR probe fluorescence, biochemical; inhibition, % at 9.4 µM; 360,000 tested, 0.37% active; AID 651800; in the data active = inhibition above about 19%;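 also: recombinant mutant TCR 2C K166C tagged with TAMRA read by polarization; 0% = receptor in buffer alone and 100% = receptor with positive control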
# HTRA1 inh = inhibitors of human serine peptidase HTRA1; inhibition, % at 5.96 µM; 340,000 tested, 0.5% active; Q92743; recombinant HTRA1, FP-rhodamine activity-based probe, fluorescence polarization; AID 504803; in the data active = inhibition above about 36%;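 also: 0% = enzyme with DMSO and 100% = wells lacking enzyme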
# Target sequence (Q92743 whole entry, looked up): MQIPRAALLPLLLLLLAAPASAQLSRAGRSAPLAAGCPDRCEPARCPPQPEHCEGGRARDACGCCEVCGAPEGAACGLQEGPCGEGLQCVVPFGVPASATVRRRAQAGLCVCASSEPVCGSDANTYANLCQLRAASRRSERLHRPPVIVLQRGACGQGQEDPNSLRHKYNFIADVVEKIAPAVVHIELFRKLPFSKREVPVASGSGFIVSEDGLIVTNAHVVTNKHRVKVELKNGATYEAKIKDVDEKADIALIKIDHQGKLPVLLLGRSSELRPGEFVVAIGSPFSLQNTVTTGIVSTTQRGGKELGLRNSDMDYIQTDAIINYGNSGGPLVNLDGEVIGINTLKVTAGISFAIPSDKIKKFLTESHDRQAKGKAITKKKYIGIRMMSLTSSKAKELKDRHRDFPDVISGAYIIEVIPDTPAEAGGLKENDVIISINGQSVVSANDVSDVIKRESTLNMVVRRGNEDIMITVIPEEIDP
# The depositor's hits bear a star; / = not tested or not shown.
SMILES,LEDGF integ inh,GC-B act,PRMT1 FP inh,TDP2 inh,mABHD4 FP,SIAE inh,rCAG RNA binder,MBD2 DNA inh,TCR-CD3 inh,HTRA1 inh
Cc1cc([N+](=O)[O-])nn1CCCC(=O)Nc1sc2c(c1C(N)=O)CCC(C)C2 (centres undefined),1,4,2,7,-2,1,-4,4,-4,-1
Cc1cc(-c2nc3ncccc3o2)ccc1NC(=S)NC(=O)C(C)C,3,6,-6,3,1,0,-5,-3,6,0
C/C(=N\Nc1nccnc1Cl)c1ccc(O)cc1,3,2,-3,-5,14,-2,-2,-4,1,6
CN(C)c1ccc(N2CN=C3SCC(=O)N3C2)cc1,6,-11,6,12,11,13,2,-10,4,18
NC(=O)C1(N2CCCCC2)CCN(C(=S)Nc2ccc(Cl)cc2)CC1,-1,7,5,4,9,6,-1,4,-5,0
CCOc1ccc(NC(=O)C2CC(=O)NC(N3CCc4ccccc43)=N2)cc1 (centres undefined),-2,-2,2,-7,-7,-7,3,8,-3,-6
COC(=O)Nc1nc(-c2cc(Cl)ccc2Cl)cs1,0,1,11,-23,-15,-8,-1,4,0,-2
FC(F)(F)c1ccccc1/C=N/N1CCN(Cc2ccccc2)CC1,1,-1,4,8,-6,-2,-9,-1,-2,-9
COCCN=C1Sc2ccccc2[C@@H]2C[C@H]3[C@H](CON3C)CN12,1,-2,24*,-4,7,7,0,-3,8,/
CCCC(=O)N1CCCC1(C)C(=O)N(C)Cc1cccc2ccccc12 (centres undefined),-1,-10,-1,8,10,2,3,-3,-1,/
CCOC(=O)C(Sc1ncc(C#N)c(N)n1)C(C)C (centres undefined),-5,-3,34*,9,1,0,0,-8,4,-7
C/C(=N/N=C(\C)c1ccccc1O)c1ccccc1O,-1,-7,-3,8,-6,-4,-2,4,0,-11
COc1ccccc1NC(=O)CSc1nnc(Cn2cnc3ccccc32)o1,-3,2,2,3,3,-3,1,2,-8,1
Cc1nnc(N2C(=O)C(O)=C(C(=O)c3ccco3)C2c2ccc(C(C)(C)C)cc2)s1 (centres undefined),-3,8,13,-14,-5,1,28,1,-1,-7
Cc1ccc(S(=O)(=O)Oc2ccc(/C=C3/C(=N)N4C(=NC3=O)SN=C4S(C)(=O)=O)cc2)cc1,-2,-3,-3,12,0,-19,32,-2,0,-15
COC(=O)[C@]12C[C@H](CC(=O)N3CCCC3)C(=O)N(CCc3ccc(OC)c(OC)c3)C1=C[C@H](COCc1ccccc1)O[C@@H]2C,4,1,1,-5,-2,2,1,0,/,/
c1ccc(Nc2c(-c3ccco3)nc3ccccn23)cc1,6,4,13,-4,-1,-4,4,-5,-3,5
CC(C)n1c(SCC(=O)Nc2ccccc2N2CCOCC2)nc2c1c(=O)n(C)c(=O)n2C,1,0,4,-9,-5,4,-3,2,-8,-1
CC(OC(=O)Cn1[nH]c(=O)c2ccccc2c1=O)C(=O)Nc1cccc(Cl)c1 (centres undefined),-2,-3,-5,-5,0,-5,-2,-1,-1,-4
COc1cc(C(=O)OCCCN=C2NS(=O)(=O)c3ccccc32)cc(OC)c1OC,-3,-5,2,2,5,-5,-2,3,-5,6
CNc1[nH]ncc1[N+](=O)[O-],-4,1,2,-9,8,-5,3,-4,1,0
Cc1ccc(S(=O)(=O)N2CCN(CCNC(=O)C(=O)Nc3ccc(F)cc3)CC2)cc1,-6,-1,4,-10,-11,-2,0,10,3,9
COc1ccc(CN(Cc2cc3cccc(C)c3[nH]c2=O)C(=O)N(C)C)cc1,2,-2,-2,-2,3,3,-9,1,5,5
O=C(O)C[C@H]1c2ccc(C(F)(F)F)cc2S(=O)(=O)N1Cc1ccccc1,-3,-2,1,1,-1,0,9,3,-8,1
Cc1cc(N2CCN(C)CC2)nc2ccc(NC(=S)NCCC(C)C)cc12,-5,2,-1,-11,6,15,1,-6,3,5
CN(C)S(=O)(=O)c1cccc(NC(=S)NCCCn2ccnc2)c1,0,-1,7,-5,5,2,-1,1,-5,6
COc1ccc(S(=O)(=O)N(C(C)=O)c2ccc3oc(=O)sc3c2)cc1,-5,3,94*,0,-4,-13,44*,-5,9,22
COc1ccc(Sc2nc(-c3ccccc3)ncc2C(=O)O)cc1,-1,-2,-2,12,6,14,2,-3,-1,-1
c1ccc(-n2nnnc2Sc2ncnc3sc4c(c23)CCCC4)cc1,2,4,-1,0,4,4,-2,-4,9,1
CC(OC(=O)c1ccc2c(c1)OCCO2)C(=O)NC1CCCCC1C (centres undefined),-1,3,0,15,2,1,-8,-5,2,-6
Cc1nn(Cc2ccccc2Cl)c(C)c1N,1,9,-1,7,7,7,2,0,2,-2
CC(=O)N(C)c1nnc(-c2ccccn2)s1,1,-3,0,1,5,0,3,0,-1,3
CCc1nnc(NC(=O)C2CCCN2S(=O)(=O)c2ccc(F)cc2)s1 (centres undefined),-1,0,0,10,3,0,-2,1,5,10
O=C(c1cc(S(=O)(=O)N2CCCCC2)c(Cl)cc1N1CCOCC1)N1CCOCC1,3,10,-3,6,8,7,-1,-3,-3,3
CC(C)CC(C(=O)NCC1CCCO1)N(C(=O)Cn1nnc(-c2ccc(F)cc2)n1)c1cccc(C(F)(F)F)c1 (centres undefined),2,-14,0,-5,1,0,0,1,0,0
NCC(=O)NCC(=O)OCc1ccccc1,-7,/,6,-2,4,-6,0,1,-13,1
Cc1cc(C)n(-c2cc(N3CCN(S(=O)(=O)c4ccc5ccccc5c4)CC3)ccc2[N+](=O)[O-])n1,1,1,-3,-5,-11,-3,7,3,2,-20
CCN(CC)c1ccc(/C=C2\C(=O)c3ccc(C(=O)O)cc3C2=O)cc1,10,-3,-4,4,-40,-102,25,-11,-45,-1
CC(=O)c1ccc(NC(=S)N2CC(C)CC(C)C2)cc1 (centres undefined),2,0,-3,2,-4,-1,3,1,-2,2
O=C(c1ccco1)N1CCN(C(=O)c2cc(=O)[nH]c3ccccc23)CC1,-6,7,1,-4,7,-5,4,-8,8,4
CC1(Oc2cccc(F)c2)CCN(Cc2csc3ccccc23)C1 (centres undefined),1,-1,-3,6,-1,8,2,-4,-2,/
COc1ccccc1CCNC(=O)c1ccc(NC(=O)CC2SC(N3CCCC3)=NC2=O)cc1 (centres undefined),0,-5,1,4,-4,1,-2,-1,1,3
COC(=O)c1ccc(-n2nnnc2SCC(=O)Nc2ccccc2OC)cc1,1,-3,-2,3,3,-8,-2,1,4,-8
Cc1nn(CC(=O)O)c(C)c1C,0,2,-1,-2,1,0,1,-2,0,3
O=C(Nc1ccc(Cl)cc1)c1nc[nH]c1C(=O)N1CCc2ccccc2C1,0,-12,-2,7,-2,3,1,2,2,-2
Cc1ccc(SCC(=O)OCC(=O)NC(C)c2ccc(Br)cc2)cc1 (centres undefined),-7,-8,2,-5,-12,-2,-1,6,11,17
COc1ccc(CCN(C)C(=O)C2CCCN(C3CCN(Cc4ccccc4)CC3)C2)cc1OC (centres undefined),5,-3,-1,32*,19,8,-7,-3,8,3
C[C@H]1[C@H](NC(=O)c2ccc(Cl)c(C(F)(F)F)c2)CC[C@@]23CCCN2C(=O)CCC[C@@H]13,0,-2,0,-9,0,0,/,-1,/,/
COc1ccc(Cl)cc1NC(=O)c1cnccn1,2,-8,-1,-21,2,11,1,-7,-6,-7
N=c1oc2cc(O)ccc2cc1C(=O)Nc1ccc(Cl)cc1,-1,9,5,0,4,-2,6,14*,-4,-2

# New compounds follow.
SMILES,LEDGF integ inh,GC-B act,PRMT1 FP inh,TDP2 inh,mABHD4 FP,SIAE inh,rCAG RNA binder,MBD2 DNA inh,TCR-CD3 inh,HTRA1 inh
CC(=O)c1ccc(N2CCN(C(=O)c3ccc(OCc4c(C)noc4C)cc3)CC2)cc1,0,-1,-2,0,3,-3,-9,5,0,1
CCOC(=O)N/N=C/c1ccc(C)o1,6,2,0,-12,3,2,1,-3,3,-1
COc1ccccc1N1CCN(C(=O)c2ccc3nc(-c4ccco4)c(-c4ccco4)nc3c2)CC1,2,5,8,-6,7,1,6,-2,4,-24
Cc1ccccc1NP(=O)(c1ccccc1)c1nc2ccccc2s1 (centres undefined),-1,-15,10,5,2,-5,-5,3,-1,2
CC(NC(=O)Nc1ccc(Cl)c(Cl)c1)C(c1ccccc1)N1CCOCC1 (centres undefined),0,-4,-4,4,-34,-50,-1,4,10,-40
CCN(CC)c1ccc(/C=N/N2CCN(Cc3ccc(C)cc3C)CC2)c(O)c1,4,-2,1,0,1,12,1,-1,-8,5
CCOc1ccc(-c2nnc3ccc(SCC(=O)N4CCN(c5ccccc5)CC4)nn23)cc1,5,-8,-7,-9,-7,-4,1,-5,4,9
Cn1c(SCC(=O)N2CCOCC2)nnc1-c1cnccn1,20*,5,-2,8,-1,-1,3,1,-5,0
Cn1cnc2cc(NCc3cccs3)ccc21,-8,-1,8,-12,-6,2,-3,8,-7,-3
C/C(N=Nc1nc2ccccc2s1)=N\Nc1ccccc1O,3,-4,-6,-7,28,10,26,-3,7,68*
Cc1ccc(C)c2[nH]c(=O)c(CCNC(=O)c3ccco3)cc12,2,-4,1,6,7,-6,-3,0,9,-4
CCCOc1ccc(C(CC(=O)O)NC(=O)c2ccc3c(c2)OCO3)cc1 (centres undefined),3,1,0,12,0,-2,0,0,6,-1
CCCCCCC(=O)N1C/C=C\C(c2ccc(OC)cc2)N(Cc2ccc(F)cc2)C(=O)[C@H]1Cc1ccccc1 (some centres undefined),0,0,1,-7,6,6,7,-6,-1,/
CCOCC(=O)Nc1nnc(Cc2ccc(OC)cc2)s1,-1,-8,-2,2,2,4,-2,3,6,5
CCCCC(=O)Nc1cc(C)c(NC(=O)c2ccco2)cn1,27*,3,0,-7,1,0,-6,4,1,7
Cc1ccc(NC(=O)CSc2nncn2N)cc1C,3,7,-1,-9,-5,2,-2,3,0,-3
CCN1C(=O)N(c2cccc3ccccc23)C(C)=CC1(C)C,0,-5,-2,4,14,3,-7,2,0,-2
N#Cc1ccc(C(=O)Nc2ccc([N+](=O)[O-])cc2)c(F)c1,5,1,-6,-16,-11,-8,4,-4,-5,9
Cc1ccc(C(c2nnnn2CCc2ccccc2)N2CCC(C)CC2)cc1 (centres undefined),-2,-14,0,-4,-5,1,-9,-2,6,-32
Cc1ccnc(NC(=O)c2ccccc2NC(=O)c2ccc(Cl)cc2Cl)c1,-3,-15,0,-4,2,-1,-2,1,-3,-12
CS(=O)(=O)N1CCc2cc(S(=O)(=O)Nc3ccc4oc5c(c4c3)CCCC5)ccc21,4,0,0,-4,-24,-16,21,6,1,-36

# Some of the compounds tested; count on the stated rates, not on these rows.
